# Source: PubChem BioAssay
# EP2 antag = human EP2 receptor antagonists, primary screen, TR-FRET cAMP, C6 glioma cells. AID 1422, 2008. 260,000 tested, 0.52% active. C6 glioma cells expressing human EP2; cells stimulated with saturating PGE2. inhibition, % at 25 µM;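 active = percent inhibition above 40 after rounding to a whole number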;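 note: rat C6 glioma host cells with rolipram phosphodiesterase inhibitor present; the protocol text gives 20 µM as final concentration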
# Target sequence (P43116 whole entry, looked up): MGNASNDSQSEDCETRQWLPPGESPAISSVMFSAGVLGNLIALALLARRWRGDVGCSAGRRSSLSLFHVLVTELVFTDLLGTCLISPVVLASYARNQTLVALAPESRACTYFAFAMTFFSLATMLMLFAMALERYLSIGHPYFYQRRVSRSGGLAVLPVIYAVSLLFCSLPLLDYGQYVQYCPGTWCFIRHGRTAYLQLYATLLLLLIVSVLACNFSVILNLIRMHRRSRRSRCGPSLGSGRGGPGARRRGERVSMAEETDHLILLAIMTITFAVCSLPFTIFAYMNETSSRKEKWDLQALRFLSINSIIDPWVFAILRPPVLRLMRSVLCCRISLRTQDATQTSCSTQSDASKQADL
# EP2 modulator = EP2 receptor modulators, cAMP readout, primary screen, cell-based, HTRF cAMP, PGE2 stimulation | EP2-expressing cells, cAMP HTRF FRET, PGE2 co-stimulation | 260,000 tested, 0.83% active | induction, % at 25 µM | Prostaglandin E2 receptor EP2 subtype (Homo sapiens), P43116;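 active = compounds whose cAMP rise, as percent of the full-agonist control response, exceeds 60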;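 note: rat C6 glioma line stably carrying human EP2 under a CMV promoter; the protocol text gives 20 µM as final concentration; 100% = response of wells given 1 µM PGE2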
# NPY Y1 blocker = NPY-Y1 receptor antagonists, primary screen, cell-based. Neuropeptide Y receptor type 1 (Homo sapiens), P25929. HEK293-CNG Y1 cells, membrane potential fluorescence; NPY at EC95, then isoproterenol. inhibition, % at 3.6 µM. 200,000 tested, 1% active;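 active = inhibition above the campaign mean inhibition of all tested compounds plus 3 SD, cut at about 20% in these data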;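 note: 0% = DMSO wells given NPY plus isoproterenol and 100% = isoproterenol alone without NPY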
# Target sequence (P25929 whole entry, looked up): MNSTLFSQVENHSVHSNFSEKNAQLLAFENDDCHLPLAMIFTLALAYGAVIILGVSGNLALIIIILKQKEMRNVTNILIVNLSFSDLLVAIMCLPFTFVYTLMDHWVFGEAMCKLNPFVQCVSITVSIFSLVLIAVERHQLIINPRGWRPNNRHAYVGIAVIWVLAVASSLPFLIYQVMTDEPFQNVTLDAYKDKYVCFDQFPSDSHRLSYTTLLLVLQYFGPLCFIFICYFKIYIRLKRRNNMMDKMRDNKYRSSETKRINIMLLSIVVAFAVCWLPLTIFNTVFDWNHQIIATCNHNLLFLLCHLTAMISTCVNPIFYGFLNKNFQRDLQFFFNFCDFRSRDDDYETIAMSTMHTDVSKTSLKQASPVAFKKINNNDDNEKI
#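 Test system: HEK293 cells co-expressing NPY Y1 receptor and cyclic-nucleotide gated channel; Also added: NPY (25 nM), isoproterenol (1 µM), Ro 20-1724 (25 µM); Compound dosing: one concentration, 3.6 µM, in 0.4% DMSO; Timing: dye 3 h, compound 60 min room temperature, stimulation 45 min; Technique: Membrane-potential fluorescent dye readout.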
# CHOP inh = inhibitors of CHOP promoter induction, primary screen, cell-based, unfolded protein response, luciferase reporter. CHO-K1 CHOP-promoter luciferase, tunicamycin-induced, 15-18 h. inhibition, % at 10 µM. 220,000 tested, 3.8% active. AID 2732, 2010;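 active = compounds that reduced the stress-induced luciferase reporter signal by more than about 70% of percent inhibition, limit read from the data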;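 note: 0% = tunicamycin plus vehicle and 100% = wells without tunicamycin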
# PPC-1+TRAIL kill = compounds killing PPC-1 cancer cells with TRAIL present, primary screen, TRAIL potentiator project, ATPLite luminescence, uHTS. PPC-1 cells + TRAIL, ATPLite viability luminescence. AID 1443, 2008. 220,000 tested, 0.41% active. cell killing (% activity), % at 4 µM;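 active = cell killing above 50% in the first pass at 4 µM, then a duplicate retest at 5 µM averaging 50% or more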;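 note: plate controls were cells with TRAIL plus DMSO for no effect and medium-only wells lacking cells for full effect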
# TRPML3 ag = human TRPML3 channel agonists, primary screen, cell-based, HEK293 TRPML3-YFP, Fluo-8 calcium fluorescence, 3 µM; 220,000 tested, 0.29% active; 100% = the carbachol control signal; activation, % at 3 µM; AID 1448, 2008;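 active = activation above its plate's cutoff, the mean activation of the plate's test wells plus 3 SD, cut at about 12% in these data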;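 note: 0% = DMSO only wells and 100% = carbachol wells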
#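 Test system: HEK293 cells stably carrying human TRPML3-YFP; Doses: single dose, 3 µM final nominal compound, 0.3% DMSO final; Schedule: dye loading 1 h 37 °C then 30 min ambient, 125 s read; Technique: Fluo-8 calcium fluorescence; Benchmarks: high control carbachol 87 µM, low control DMSO.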
# zfTRPN1 agonist = zebrafish TRPN1 channel agonists, primary screen, cell-based, HEK293, calcium fluorescence; transient receptor potential cation channel N1 (TRPN1/NompC), Danio rerio; HEK293 zebrafish TRPN1-YFP, Fluo-8 calcium fluorescence; 100% = response to 87 µM carbachol; activation, % at 3 µM; 220,000 tested, 0.18% active; AID 1424, 2008;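 active = activation above its plate's cutoff, the mean activation of test wells on that plate plus 3 SD, cut at about 19% in these data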;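 note: 0% = DMSO alone and 100% = 87 µM carbachol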
#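 Material: zebrafish TRPN1-YFP in HEK293 cells. Doses: one dose of 3 µM, 0.3% DMSO. Incubation: dye 1 h 37 °C plus 30 min RT. Measured by: intracellular calcium fluorescence with Fluo-8.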
# 14-3-3 Bad inh = inhibitors of 14-3-3 zeta/Bad binding, primary screen, biochemical, TR-FRET, bovine 14-3-3 zeta. AID 781, 2007. TR-FRET 14-3-3zeta/Dy647-pBad peptide displacement, 1 h. 14-3-3 protein zeta/delta (Bos taurus), P63103. 220,000 tested, 0.71% active. inhibition, % at 21.7 µM;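 active = inhibition above about 70%, limit read from the data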;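 note: 0% = full 14-3-3 plus peptide FRET controls and 100% = background without 14-3-3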
# Target sequence (P63103 whole entry, looked up): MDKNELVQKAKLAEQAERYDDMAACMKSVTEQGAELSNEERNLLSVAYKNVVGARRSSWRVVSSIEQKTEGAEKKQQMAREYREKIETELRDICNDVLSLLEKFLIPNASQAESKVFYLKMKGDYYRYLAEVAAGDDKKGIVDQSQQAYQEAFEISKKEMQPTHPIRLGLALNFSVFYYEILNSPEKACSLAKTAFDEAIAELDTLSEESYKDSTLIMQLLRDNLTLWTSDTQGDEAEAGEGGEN
# NPY1 pot ag = NPY-Y1 receptor potentiators or agonists, primary screen, cell-based. NPY-Y1 expressing cells, potentiator/agonist activation. activation, % at 3.6 µM. 220,000 tested, 0.37% active. AID 1304, 2008; in the data active = activation above about 33%, passing the limit was not always enough;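 note: cells stimulated with NPY at EC10 then isoproterenol at EC100; 0% = low agonist plus stimulus and 100% = saturating agonist plus stimulus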
# An asterisk follows results filed as active; . = not tested or not shown; [ ] = dose if it differs, or a comment.
SMILES,EP2 antag,EP2 modulator,NPY Y1 blocker,CHOP inh,PPC-1+TRAIL kill,TRPML3 ag,zfTRPN1 agonist,14-3-3 Bad inh,NPY1 pot ag
CCOC(=O)Cn1c(=O)c2c(nc3n2CCN3Cc2ccccc2)n(C)c1=O,17,-37,0,-14,-5,0.0,1.3,6,6
COc1ccc2c(c1)C1(C)CC(C)(C)N2C(=O)N1c1ccccc1 (configuration not stated),14,33,-6,60,20,-0.4,-0.1,10,1
CCOc1ccccc1OC(=O)c1ccco1,6,25,6,-6,27,1.0,-1.4,8,-5
CCOc1nc(N=C(N)N)nc2c(C)cccc12,.,-2,5,19,21,-0.5,0.2,23,31
Cc1ccc2oc(-c3cccc(NC(=O)c4cc(-n5cnnc5)ccc4Cl)c3)nc2c1,9,-18,-3,102*,32,-0.5,0.4,10,15
CC(O)(CS(=O)(=O)Cc1ccccc1)C(=O)Nc1cccc(C(F)(F)F)c1 (configuration not stated),5,7,-6,46,-7,0.5,1.0,-12,20
Cc1ccc(NC(=O)c2c(C(F)(F)F)nn(C)c2SCc2ccc(Cl)cc2)cc1C,4,16,18,54,-1,0.9,0.7,-6,-17
O=C(CSc1nn(-c2ccc(Cl)cc2)c(=S)s1)NCC1CCCO1 (configuration not stated),5,3,7,9,31,0.9,-0.8,-9,-17
COc1c(O)cc2oc(-c3ccc(O)cc3)cc(=O)c2c1O,14,-6,.,18,36,.,.,-5,.
O=C(c1ccc(Cl)s1)N1CCc2ccccc21,6,12,0,61,23,-0.6,-2.1,6,-15
CC(=O)N/C(=C\c1cccc([N+](=O)[O-])c1)C(=O)NC(C)C,8,7,0,6,16,0.8,0.7,-15[fluorescence artefact?],1
COc1ccc(-n2c(C)cc(C(=O)COC(=O)Cc3n[nH]c(=O)c4ccccc34)c2C)cc1,7,-11,-1,32,26,0.3,3.7,0,-29
Cc1nc(C(=O)NC2CC2)sc1C1(C)CC(c2ccccc2)=NO1 (configuration not stated),6,4,.,-13,9,.,.,-8,.
O=C(c1ccc(N2CCOCC2)nc1)N1CCOCC1,-1,9,2,14,8,0.6,1.1,4,9
Cc1cc2c(cc1C)CN(c1ccccc1)C2,4,27,.,-1,20,0.6,3.6,5,9
CCN1CCN(CCOc2cccc(Oc3ccccc3)c2)CC1,2,21,8,-3,23,1.0,0.2,44,8
Cc1cccc(-n2nnc3cnn(C)c3c2=O)c1,7,11,5,-12,17,-0.1,-0.6,2,-6
Cc1cc(=O)[nH]c2c(N=Nc3ccc(O)cc3)c(N)nn12,5,34,-5,12,13,0.8,-0.7,-11,2
O=C(Nc1ccc2c(c1)OCCO2)c1cccc(S(=O)(=O)N2CCOCC2)c1,8,-23,4,-12,-5,-1.0,2.3,-1,-9
COc1cc([N+](=O)[O-])cc(/C=N/NC(=O)c2cccnc2)c1O,16,4,.,-12,9,0.6,2.0,1,18
COC(=O)CSc1nnc(Cc2cc(=O)[nH]c(=O)[nH]2)n1-c1cccc(OC)c1,3,23,2,-4,4,0.9,1.7,-7,-14
COc1ccc(NC(=O)COc2nsnc2N2CCOCC2)cc1,14,0,3,40,2,-0.2,0.8,-6,-1
O=C(CNC(=S)N(Cc1ccc(F)cc1)C1CCCCC1)NCCN1CCOCC1,6,12,5,12,19,1.1,0.3,-10,9
COc1ccccc1NC(=O)Nc1ccccc1N1CCOCC1,5,11,.,4,8,0.0,1.9,-2,5
O=C(CCN1C(=O)C2C3C=CC(C3)C2C1=O)N1CCN(c2cccc(Cl)c2)CC1 (configuration not stated),12,-27,-3,6,13,2.5,3.3,5,-4
NC(=O)NNc1cccc(Cl)n1,4,21,1,-12,18,0.3,0.7,-3,5
CCCCCCn1c(COc2ccccc2F)nnc1SCC(=O)c1c(N)n(C)c(=O)n(C)c1=O,6,11,1,13,23,0.5,-0.7,48[fluorescence artefact?],10
COc1ccc(C(=O)NCCSC2CCCCC2)cc1,10,-3,7,20,0,-0.3,-0.1,-10,-10
OCCNCc1cc(Br)ccc1OCc1ccc(Cl)cc1Cl,15,-11,43*,90*,31,4.5,2.9,-5,-94
Cc1cccc(NC(=O)Cn2cnc3c(oc4nc5c(cc43)COC(C)(C)C5)c2=O)c1,4,5,1,-10,6,1.4,1.8,12,14
CCOC(=O)c1cc2c(ccn2C)n1CC(=O)N(C)C,9,19,-1,-9,24,1.0,-0.4,-5,6
O=C(COC(=O)CCc1nc2ccccc2c(=O)[nH]1)Nc1ccc(Cl)cn1,5,15,.,0,8,0.3,0.9,1,3
Cc1ccc(NC(=O)/C(=C\c2cccc(Br)c2)NC(=O)c2ccco2)cc1,9,22,2,27,-9,-0.8,-1.0,4,16
COC(=O)c1ccccc1NC1CC(=O)N(c2c(C)cccc2C)C1=O (configuration not stated),4,30,2,39,-1,0.0,-0.8,5,-6
O=C(/C=C/c1ccc(OCc2cccc(Cl)c2)cc1)N1CCOCC1,9,-62,-1,21,14,-1.7,-0.4,-9,-7
CCn1ncc(C2=NOC(C(=O)Nc3cccnc3)C2)c1C (configuration not stated),3,43,-3,-9,11,1.3,0.0,1,-15
CCONC(=O)Nc1ccccc1,2,6,5,-13,-14,0.2,0.5,6[fluorescence artefact?],-1
O=C(O)c1cc(N/N=C/c2cccs2)ccc1Cl,9,20,-3,-6,-5,0.9,2.1,-4,10
Cc1cc(C)c2c3c(sc2n1)C(=O)N(c1ccccc1C)CC(=O)N3,4,-28,.,3,12,1.2,0.3,0,-11
COc1cc(C2C(C(=O)c3ccc(C)o3)=C(O)C(=O)N2CCc2ccccc2)ccc1O (configuration not stated),12,30,13,15,2,-0.6,-0.6,18[fluorescence artefact?],-5
O=C(c1ccccc1)C1C(=O)c2ccccc2C1=O,2,39,-10,28,-8,0.3,-0.4,20,5
Cc1cc[n+](C2=C([O-])c3ccccc3C(=O)/C2=N\S(=O)(=O)c2cccs2)cc1C,5,12,0,-29,36,0.2,1.9,-2,-33
COc1ccc(CCCc2nnc(SCC(=O)Nc3cc(C)ccc3C)o2)cc1,13,-18,9,16,-2,0.2,0.2,-6,-19
Cc1ccc(NC(=O)c2cc3nc(C)cc(C)n3n2)cc1,8,14,4,-9,22,-0.1,-1.0,6[fluorescence artefact?],-1
CCN(C(=O)CN1CCN(c2ccccc2OC)CC1)c1c(N)n(Cc2ccccc2)c(=O)[nH]c1=O,11,8,1,5,5,0.9,0.8,-12[fluorescence artefact?],-8
COc1ccc(/C=C/C(=O)c2c(O)cc(C)oc2=O)c(OC)c1,3,25,-6,-10,87*[5 µM],1.1,1.3,8,-30
NC(=O)NOCc1ccc(F)cc1Cl,5,24,2,14,-14,1.1,0.5,-10,14
COc1cccc(C(=O)Oc2ccc3c(C)cc(=O)oc3c2C(C)=O)c1,15,12,-3,-14,24,-0.1,-0.1,2[fluorescence artefact?],-14
COc1ccc(C(=O)NC(=S)Nc2nc(C)cc(C)n2)cc1Br,5,23,.,-6,16,0.7,1.5,-4,28
COc1cccc(N2CCN(C(=O)c3[nH]c(C)c(C(C)=O)c3C)CC2)c1,15,-20,0,.,-3,0.2,0.8,-8,-11
C=CCNC(=O)Nc1cc(Cl)ccc1OC,2,-24,7,-3,8,0.3,1.1,-5,-13
COc1ccc(/C=C/C(=O)Nc2ccc(-n3nncc3-c3ccc(OC)c(OC)c3)cc2)cc1OC,9,1,-3,17,-27,0.4,-0.2,-14,-43
Cn1c(=O)c2c(nc(N3CCN(Cc4ccccc4)CC3)n2CC(=O)c2ccccc2)n(C)c1=O,8,.,-1,.,.,0.5,-1.8,.,-33
CCN(CCNC(=O)C1CCN(Cc2nc(-c3cccc(Cl)c3)oc2C)CC1)c1ccccc1,4,-30,-1,95*,24,2.5,3.2,-12,11
CCOc1ccc(-n2c(O)c(/C=N/c3ccnn3Cc3ccncc3)c3ccccc3c2=O)cc1,9,14,9,-13,21,-0.1,0.4,4,-6
Cc1cc(Cl)ccc1NNC(N)=S,4,-16,.,-12,27,0.4,-0.2,-6,0
S=c1[nH]nc(-c2ccco2)n1/N=C/c1c(Cl)cccc1Cl,6,53,.,-15,-12,0.8,2.5,20,4
COC(=O)c1ccc(N(C(=O)CNC(=O)c2ccco2)C(C(=O)NC2CCCC2)c2ccco2)cc1 (configuration not stated),9,10,-2,35,11,1.4,-1.5,-5,-7
CC(C)C(=O)Nc1ccc(Sc2ccc(F)cc2)cc1,7,-19,1,59,21,0.4,2.4,0,-3
O=C(Cn1c(=S)[nH]c2ccccc2c1=O)N1CCN(c2ccc(F)cc2)CC1,6,-45,-4,-14,-3,0.5,2.4,-12,17

# Taken from above:
# CCN(CCNC(=O)C1CCN(Cc2nc(-c3cccc(Cl)c3)oc2C)CC1)c1ccccc1 in TRPML3 ag is entered as 2.5
# Cc1ccc(NC(=O)c2cc3nc(C)cc(C)n3n2)cc1 in TRPML3 ag is entered as -0.1

# (continued)
SMILES,EP2 antag,EP2 modulator,NPY Y1 blocker,CHOP inh,PPC-1+TRAIL kill,TRPML3 ag,zfTRPN1 agonist,14-3-3 Bad inh,NPY1 pot ag
COc1ccc(C(CC(=O)O)NC(=O)c2sc3ccccc3c2Cl)cc1 (configuration not stated),10,8,22*,-4,-1,0.1,0.4,6,-72
COc1ccc(-c2noc(-c3ccccc3C(=O)NCc3ccco3)n2)cc1OC,.,0,5,5,25,0.7,0.1,-2,-32
CCOc1cc(/C=C2/N=C(C)C(C(=O)OC)=C2O)ccc1O,16,-2,-5,-1,18,1.7,1.7,-21,2
COCCN1C(=O)c2oc3c(C)cc(C)cc3c(=O)c2C1c1cccc(O)c1 (configuration not stated),8,4,1,12,16,-2.1,-2.9,3,-5
CC1CCN(C(=O)CSc2nnc(Cc3cccn3C)n2-c2ccc(F)cc2)CC1,2,-1,11,24,1,-0.3,1.1,7,1
COC(=O)CN1C(=O)C2(C(C#N)=C(N)Oc3ccccc32)C2=C1CC(C)(C)CC2=O (configuration not stated),4,4,2,15,8,0.4,-2.3,-5,-1

# These rows are one share of the data. The share of hits here may be higher or lower than overall.
